Screening data as filed in PubChem.
rat GALR2 ag: agonists of rat galanin receptor 2 (GALR2). O08726. cell-based GALR2 agonist screen. activation, % at 10 µM. 0.5% of 16,000 active; in the data active = activation above about 15%
Target sequence (O08726 whole entry, looked up): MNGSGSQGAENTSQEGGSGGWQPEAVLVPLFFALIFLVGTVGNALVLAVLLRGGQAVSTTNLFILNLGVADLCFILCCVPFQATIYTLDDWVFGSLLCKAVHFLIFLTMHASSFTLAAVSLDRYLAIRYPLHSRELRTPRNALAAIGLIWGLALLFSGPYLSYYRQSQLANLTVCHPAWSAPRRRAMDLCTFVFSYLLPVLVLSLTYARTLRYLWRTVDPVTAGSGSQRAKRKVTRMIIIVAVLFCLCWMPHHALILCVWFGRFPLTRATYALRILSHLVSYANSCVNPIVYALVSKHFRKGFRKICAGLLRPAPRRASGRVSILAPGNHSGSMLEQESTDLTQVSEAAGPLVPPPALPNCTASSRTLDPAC
KOR antag MB: antagonists of human kappa opioid receptor OPRK1, Maybridge library; inhibition, % at 9 µM; 0.4% of 16,000 active; OPRK1 cells, antagonist mode, fluorescence readout; AID 652031; in the data active = inhibition above about 50%
Target sequence (P41145 whole entry, looked up): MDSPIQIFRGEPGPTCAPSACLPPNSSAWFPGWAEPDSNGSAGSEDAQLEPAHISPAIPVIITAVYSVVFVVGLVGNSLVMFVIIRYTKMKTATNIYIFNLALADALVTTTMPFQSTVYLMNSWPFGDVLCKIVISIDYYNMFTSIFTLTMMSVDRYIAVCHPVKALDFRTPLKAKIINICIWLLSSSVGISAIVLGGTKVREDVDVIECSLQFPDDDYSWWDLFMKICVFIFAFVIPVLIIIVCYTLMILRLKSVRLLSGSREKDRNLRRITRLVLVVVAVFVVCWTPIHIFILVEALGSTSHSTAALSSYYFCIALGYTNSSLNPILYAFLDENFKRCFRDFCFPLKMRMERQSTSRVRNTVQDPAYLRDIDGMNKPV
TLR4-MyD88 inh: TLR4-MyD88 interaction inhibition; inhibition, % at 10 µM; 0.06% of 16,000 active; O00206; AID 811; Cell-based TLR4-MyD88 binding inhibition assay; in the data active = inhibition above about 45%
Nox1 inhibitor: blocks human NADPH oxidase 1 activity; 0.81% of 16,000 active; Q9Y5S8; AID 1792; HT29 cells, luminol chemiluminescence ROS; inhibition, % at 6.7 µM
luminol inh ctr: counter-screen for Nox1 inhibitors: inhibitors of luminol chemiluminescence | HRP/luminol/H2O2 chemiluminescence counterscreen | inhibition, % at 6.7 µM | 0.4% of 16,000 active | AID 1823; note: reference of the scale not given here
PME-1 Maybridge: Maybridge compound blocking human PME-1; inhibition, % at 9 µM; 0.5% of 16,000 active; recombinant PME-1, FP-Rh probe fluorescence polarization; AID 2291; Q9Y570; in the data active = inhibition above about 30%
NOTCH agonist: agonists of NOTCH signaling; 0.4% of 15,000 active; activation, % at 2.5 µM; AID 434982; NOTCH signaling luciferase reporter cells, luminescence; in the data active = activation above about 2.2%
S1P1 ag: activates the human S1P1 receptor; P21453; S1P1 agonist cell-based reporter assay; activation, % at 4.5 µM; 1.5% of 16,000 active; AID 1044; in the data active = activation above about 80%
* = called active by the depositor; · = not tested or not shown. Cut-off read from the data, not from the text of the source, unless noted: active = inhibition above about 75%; inactive = the rest.

mol	rat GALR2 ag	KOR antag MB	TLR4-MyD88 inh	Nox1 inhibitor	luminol inh ctr	PME-1 Maybridge	NOTCH agonist	S1P1 ag
Cc1ccc(Oc2c([N+](=O)[O-])cc(C(F)(F)F)cc2[N+](=O)[O-])cc1	-1	3	-13	-39	3	-3	-0.4	-28
Cc1onc(-c2c(Cl)cccc2Cl)c1CO	-6	-5	5	-36	2	3	-0.1	1
CS/C(=N\S(=O)(=O)c1ccccc1)N1CCCC1	-1	13	9	-78	4	-2	-0.6	-4
O=C(Nc1ccc(Cl)cc1)c1cc2ccccc2o1	-7	21	-8	8	-3	-3	1.2	5
COc1cc2ccccc2c(=O)c2ccsc12	0	-2	9	-41	-1	-3	-0.3	-29
O=C1Cc2cccc3cccc1c23	-5	15	9	-56	-1	0	-0.5	-2
C=CCC1(Nc2ccc3ccccc3c2)CCCCC1	-9	-4	3	-61	2	0	-0.4	-13
Fc1ccc(C2=NN(C(=S)NCc3ccccc3)CCC2)cc1	-5	3	-7	0	-1	-3	0.0	-25
Cc1cc(C(=O)Nc2ccccc2)no1	-9	-14	0	-3	3	-3	1.0	-20
O=C(/C=C/c1cccs1)NC(=S)NCc1ccccc1	2	-6	7	-27	1	-5	-0.3	-4
NS(=O)(=O)c1cccc(NC(=O)Nc2ccccc2F)c1	-8	-2	-2	-6	-1	-4	0.5	-8
Cc1nc(C(F)(F)F)ccc1C(=O)NCCNc1ncccc1C(F)(F)F	1	-37	6	-22	0	2	-0.5	4
Cc1noc(C)c1S(=O)(=O)Nc1ccc(N2CCN(C(=O)OC(C)(C)C)CC2)nc1	-4	1	-4	62	26	1	0.4	5
Cn1cnc(S(=O)(=O)NCc2csc3ccc(Cl)cc23)c1	-4	-2	-9	-49	2	0	-5.5	-2
CSC(=NCCc1ccc(Cl)cc1)NS(=O)(=O)c1ccccc1	-8	-10	-10	19	-8	11	0.9	12
FC(F)(F)c1c[nH]c(=S)c(C(F)(F)F)c1	-8	9	-4	-29	2	-3	-0.4	4
O=C(c1ccc(Sc2ccccn2)c([N+](=O)[O-])c1)N1CC=CCC1	-6	10	-5	-8	-4	-1	-0.2	-15
Cc1ccc2c(c1)CCCN2C(=O)c1cnn(-c2ccc(F)cc2)c1C	-5	-37	2	-41	-1	0	-0.1	16
COc1ccc(-c2c(N)n(-c3ccccc3)c(=O)c3cc([N+](=O)[O-])ccc23)cc1OC	-7	39	0	-55	-2	9	-0.1	6
CNC(=S)NNC(=O)c1cnn(-c2ccccc2)c1N	-4	18	4	36	15	4	-0.9	0
COC(=O)CC(CC(=O)OC)(c1cc(C)c(O)c(C)c1)c1cc(C)c(O)c(C)c1	0	0	6	21	77*	7	-0.6	4
CCC[C@@H]1C(=O)OC[C@@H]1Cc1cncn1C	-2	2	-2	37	-4	5	-0.8	0
COc1ccc(OCCNC(=O)c2ccccc2C(F)(F)F)cc1	-6	17	2	24	9	5	-0.9	-2
Cc1cc(/C=N\NC(N)=S)c2c(C)ccc(C(C)C)cc1-2	-3	2	7	-2	7	6	0.1	-12
Cc1cc(N/N=C/c2ccco2)c([N+](=O)[O-])cc1[N+](=O)[O-]	-3	8	3	-48	9	-2	-0.6	-4

Reprinted from above for reference:
mol	rat GALR2 ag	KOR antag MB	TLR4-MyD88 inh	Nox1 inhibitor	luminol inh ctr	PME-1 Maybridge	NOTCH agonist	S1P1 ag
Cc1ccc(Oc2c([N+](=O)[O-])cc(C(F)(F)F)cc2[N+](=O)[O-])cc1	-1	3	-13	-39	3	-3	-0.4	-28
Cc1onc(-c2c(Cl)cccc2Cl)c1CO	-6	-5	5	-36	2	3	-0.1	1
CS/C(=N\S(=O)(=O)c1ccccc1)N1CCCC1	-1	13	9	-78	4	-2	-0.6	-4
O=C(Nc1ccc(Cl)cc1)c1cc2ccccc2o1	-7	21	-8	8	-3	-3	1.2	5

Two compounds drawn at random from the list so far:
mol	rat GALR2 ag	KOR antag MB	TLR4-MyD88 inh	Nox1 inhibitor	luminol inh ctr	PME-1 Maybridge	NOTCH agonist	S1P1 ag
Cc1noc(C)c1S(=O)(=O)Nc1ccc(N2CCN(C(=O)OC(C)(C)C)CC2)nc1	-4	1	-4	62	26	1	0.4	5
O=C(Nc1ccc(Cl)cc1)c1cc2ccccc2o1	-7	21	-8	8	-3	-3	1.2	5

Following part:
mol	rat GALR2 ag	KOR antag MB	TLR4-MyD88 inh	Nox1 inhibitor	luminol inh ctr	PME-1 Maybridge	NOTCH agonist	S1P1 ag
O=C1NC(=S)S/C1=C\c1cccs1	-2	-6	7	-18	11	5	-0.3	43
CC(C)(C)C(=O)/C(C#N)=C/c1cccs1	-2	15	-2	11	3	7	-0.4	-4
CCOC(=O)c1c(/N=C/C2=C(O)CC(c3cccs3)CC2=O)sc(C)c1C (stereo not drawn)	-3	-2	1	-29	0	0	0.0	5
O=C1c2cccc([N+](=O)[O-])c2C(=O)N1c1ccc(OC(F)(F)F)cc1	-5	10	0	-6	-1	0	-0.5	-21
N#CCSc1nnc(-n2cccc2)s1	-5	12	2	-38	1	2	0.6	4
COc1cc(NS(=O)(=O)c2c(C)oc3c(F)c(F)c(F)c(F)c23)cc(OC)c1OC	-4	-17	-1	-7	0	8	·	2
Cn1cnc(S(=O)(=O)Nc2ccc3c(c2)C(=O)OC3)c1	-6	0	1	10	2	1	-0.9	-19
CCOC(=O)C(O)(NC(=O)Nc1ccccc1)C(F)(F)F (stereo not drawn)	-7	20	3	6	-6	6	-0.7	-4
CCn1c(SCC(N)=O)nnc1-c1oc2nc(-c3ccccc3)cc(-c3ccco3)c2c1N	0	19	5	11	-2	6	-0.3	-13
CN1c2ccsc2-c2[nH]ncc2S1(=O)=O	-10	-14	0	17	-4	4	0.0	37
Clc1ccc(COc2ccncc2)c(Cl)c1	-5	-8	-3	2	1	-1	-0.4	-21
CC(C)(C)OC(=O)NCCNC(=O)Nc1ccccc1	-3	-8	10	-30	2	-1	-0.3	13
FC(F)(F)Oc1ccccc1-c1nnc(-c2ccncc2)o1	-3	9	13	10	-1	-4	1.2	9
Cc1cc(C)c2c(n1)sc1c(Oc3ccc(Cl)cc3)ncnc12	-7	-16	5	-34	1	-1	-0.6	39
CC1CN(C(=O)CCCC(=O)N2CC(C)OC(C)C2)CC(C)O1 (stereo not drawn)	3	-14	-4	-42	0	-1	-0.9	0
OC1(c2cccc(F)c2)CCCCC1	-4	6	-4	2	-3	-1	·	-2
Cc1cccc(Cn2nc(C(C)(C)C)cc2C(=O)N2CCOCC2)c1	-4	-3	-4	7	-6	3	0.1	-1
CCOC(=O)NC(=S)NCCCn1ccnc1	-5	-12	-2	-2	-5	5	-0.1	-8
CC1(C)CCc2cc(/C=C(\C#N)C(=O)c3cccc(C(F)(F)F)c3)ccc2O1	-6	1	3	-30	-1	0	-0.3	-7
Cc1nc(C(F)(F)F)ccc1C(=O)NC1CCCCNC1=O (stereo not drawn)	-6	-6	29	9	-5	3	0.1	-3
S=C1NCN(Cc2ccccc2)CN1	-5	-12	-9	-7	-4	4	-0.3	-11
O=C1c2ccccc2C(=O)N1CCSCc1cccc(C(F)(F)F)c1	-5	-1	5	-7	0	-7	-0.3	14
CCOC(=O)C/C(=N/Nc1ccccc1[N+](=O)[O-])OCC	-6	-17	-1	-73	8	0	-0.3	13
COC(=O)c1csc(S(=O)(=O)N2CCCC2)c1OC	-5	5	5	-61	-1	0	-0.5	-17
CCOC(=O)c1noc(N)c1C#N	-8	2	2	-23	4	-2	-0.6	7

Record cards (already shown). Values in the order: rat GALR2 ag, KOR antag MB, TLR4-MyD88 inh, Nox1 inhibitor, luminol inh ctr, PME-1 Maybridge, NOTCH agonist, S1P1 ag
Profile of Cn1cnc(S(=O)(=O)Nc2ccc3c(c2)C(=O)OC3)c1 : -6, 0, 1, 10, 2, 1, -0.9, -19
Profile of Clc1ccc(COc2ccncc2)c(Cl)c1 : -5, -8, -3, 2, 1, -1, -0.4, -21
Profile of CC(C)(C)C(=O)/C(C#N)=C/c1cccs1 : -2, 15, -2, 11, 3, 7, -0.4, -4
Profile of CCOC(=O)c1c(/N=C/C2=C(O)CC(c3cccs3)CC2=O)sc(C)c1C (stereo not drawn) : -3, -2, 1, -29, 0, 0, 0.0, 5
Profile of CCOC(=O)c1noc(N)c1C#N : -8, 2, 2, -23, 4, -2, -0.6, 7

Continued.
mol	rat GALR2 ag	KOR antag MB	TLR4-MyD88 inh	Nox1 inhibitor	luminol inh ctr	PME-1 Maybridge	NOTCH agonist	S1P1 ag
O=C1CCC([N+](=O)[O-])C(C2CC=CCC2)N1 (stereo not drawn)	-7	11	0	-28	-1	-3	-0.7	3
O=C(Sc1c(Cl)cccc1Cl)N1CCOCC1	0	16	5	-53	2	-3	-0.1	15
Cc1onc(-c2ccccc2)c1NC(=O)Nc1nnc(C2CC2)s1	-3	-23	-5	-17	-2	0	-0.4	-5
COC(=O)c1cc(/C=N/NC(=S)NC2CC3C=CC2C3)cn1C (stereo not drawn)	-7	0	4	-7	2	-1	-0.3	0
NC(=S)c1ccc(N2CCC(C(F)(F)F)CC2)nc1	-2	-5	5	-52	5	4	-0.3	52
O=C(NC1CCN(Cc2ccccc2)CC1)C1CCN(c2nccc(C(F)(F)F)n2)CC1	-7	5	-1	11	-3	0	-0.7	-11
O=c1c2cc(-c3ccccc3)sc2ncn1Cc1ccccc1Cl	-2	15	·	-16	-2	2	-0.4	35
CCCCC#Cc1ccc(C(=O)NNC(=O)c2ccccc2)o1	-3	6	-4	-64	7	-3	-0.9	-22
CCOC(=O)c1c(C)nsc1N	-6	8	-5	-40	0	-2	-5.9	-5
Cc1cc(-c2onc(C)c2C(=O)Oc2ccc(Cl)cc2)no1	-6	-17	0	-20	-29	1	-0.1	0
CC(C)(C)C(C)(C#N)Nc1ccc(Cl)cc1 (stereo not drawn)	45*	2	8	-23	-4	3	0.7	-6
N#Cc1ccsc1NC(=O)CSCC(=O)O	-5	4	-6	-9	-4	2	0.1	-8
Cc1nccc(-c2cccc(NC(=O)Nc3ccc(Cl)cc3)c2)n1	-1	-20	-5	-15	0	-86	0.0	-6
O=c1c(Cl)c2oc3ccccc3nc-2c2ccccc12	-12	26	6	90*	7	9	-0.5	-12
Cc1nc(-c2c(-c3ccccc3)noc2C)cs1	-5	2	-3	-41	0	1	-0.3	-12
N#C/C(=C\c1ccsc1Sc1ccc(Cl)cc1)S(=O)(=O)c1ccc(Cl)cc1	-6	-9	-4	-40	3	-9	0.2	0
FC(F)(F)c1cnc(NN2C3CSC2CS3)c(Cl)c1	-11	-6	-2	-3	3	-2	-0.8	-20
CCOC(=O)Cc1cc(=O)n2[nH]c(-c3cccs3)cc2n1	-6	1	-8	-21	-8	-6	0.0	-3
Cc1nnsc1C(=O)NCc1ccc2c(c1)OCO2	-3	15	4	10	1	-3	-0.3	-11
Cn1ncc(C(=O)Sc2ccc(Cl)cc2)c1-n1cccc1	-8	-2	3	-90	0	4	-0.8	-3
O=C(NCc1ccccc1)NC1CCCCC1	-5	11	-7	-12	-3	2	-3.7	-11
O=[N+]([O-])c1ccc(SCc2c(F)cccc2Cl)nc1	-6	2	-2	-25	2	-2	-0.1	8
Cc1ccsc1Cn1c(C)ccc1C	-7	-17	-3	-35	0	4	-1.2	-21
COC(=O)c1cccc(-n2c(=O)n(Cc3ccccc3)c(=O)c3[nH]cnc32)c1C	-5	-18	-1	-6	-6	6	-0.6	1
CCOC(=O)c1sc(Nc2cccc(Cl)c2C)nc1C	-7	14	4	-34	2	5	-0.2	-23

Arranged by number of heavy atoms (rising): some entries from above.
mol	rat GALR2 ag	KOR antag MB	TLR4-MyD88 inh	Nox1 inhibitor	luminol inh ctr	PME-1 Maybridge	NOTCH agonist	S1P1 ag
FC(F)(F)c1c[nH]c(=S)c(C(F)(F)F)c1	-8	9	-4	-29	2	-3	-0.4	4
O=C1CCC([N+](=O)[O-])C(C2CC=CCC2)N1 (stereo not drawn)	-7	11	0	-28	-1	-3	-0.7	3
Cn1cnc(S(=O)(=O)NCc2csc3ccc(Cl)cc23)c1	-4	-2	-9	-49	2	0	-5.5	-2
COc1cc(NS(=O)(=O)c2c(C)oc3c(F)c(F)c(F)c(F)c23)cc(OC)c1OC	-4	-17	-1	-7	0	8	·	2
